LYPLA2 counter – LYPLA2 (human) inhibition in PME1 counter-screen; hit rate 0.38% among 320,000; inhibition, % at 5.9 µM; recombinant LYPLA2, FP-Rh probe fluorescence polarization; O95372; AID 2177;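 active = inhibition above the screen-wide mean plus 3 SD, limit set per campaign, cut at about 26% in these data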;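 also: 0% = LYPLA2 with DMSO and 100% = wells lacking LYPLA2 enzyme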
ZTA DNA inh – blocks Epstein-Barr virus ZTA, an EBNA-1 counter-screen; P03206; ZTA-DNA binding, fluorescence polarization; inhibition, % at 11 µM; hit rate 0.15% among 320,000; AID 2234; in the data active = inhibition above about 33%
Target sequence (P03206 whole entry, looked up): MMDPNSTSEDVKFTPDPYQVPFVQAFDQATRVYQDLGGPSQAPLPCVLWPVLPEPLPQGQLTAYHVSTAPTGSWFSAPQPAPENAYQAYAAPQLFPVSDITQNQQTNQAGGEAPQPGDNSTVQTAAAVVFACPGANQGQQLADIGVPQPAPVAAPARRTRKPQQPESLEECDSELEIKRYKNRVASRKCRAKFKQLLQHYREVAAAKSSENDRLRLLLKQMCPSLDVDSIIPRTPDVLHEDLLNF
LYPLA1 counter – LYPLA1 (human) inhibition in PME1 counter-screen | AID 2174 | hit rate 0.16% among 320,000 | inhibition, % at 5.9 µM | recombinant LYPLA1, FP-Rh probe fluorescence polarization | O75608;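 active = inhibition above the mean of all tested compounds plus 3 SD, set per campaign, cut at about 14% in these data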;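 also: inhibitors block serine hydrolase probe labeling of LYPLA1 so polarization falls; 0% = enzyme with DMSO and 100% = wells lacking LYPLA1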
Target sequence (O75608 whole entry, looked up): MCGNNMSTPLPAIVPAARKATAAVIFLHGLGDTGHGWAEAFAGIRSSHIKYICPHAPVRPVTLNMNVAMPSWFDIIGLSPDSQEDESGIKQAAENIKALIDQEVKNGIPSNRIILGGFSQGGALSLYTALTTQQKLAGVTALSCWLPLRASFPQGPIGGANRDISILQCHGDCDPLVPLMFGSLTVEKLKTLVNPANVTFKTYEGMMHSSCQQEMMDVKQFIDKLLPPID
pPAFAH inh – pPAFAH (human) enzyme inhibition; inhibition, % at 3.39 µM; hit rate 1.5% among 330,000; Q13093; recombinant pPAFAH, FP-rhodamine probe fluorescence polarization;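 active = inhibition above the mean inhibition across the screen plus 3 SD, cut at about 25% in these data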;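 also: inhibitors block binding of the rhodamine activity-based probe so polarization drops; 0% = enzyme with DMSO and 100% = wells lacking pPAFAH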
PREPL inhibitor – inhibitors of human prolyl oligopeptidase-like enzyme PREPL; AID 2751; hit rate 0.68% among 320,000; inhibition, % at 5.96 µM; recombinant PREPL, fluorescence polarization activity-based probe; in the data active = inhibition above about 43%;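 also: 0% = enzyme with DMSO and 100% = wells lacking enzyme; many of its hits are not listed in these tables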
PAFAH1B2 inh – PAFAH1B2 (human) inhibition. P68402. recombinant PAFAH1B2, FP-rhodamine activity probe, fluorescence polarization. inhibition, % at 3.39 µM. hit rate 1.2% among 340,000. AID 492953;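 active = inhibition above the mean of all tested compounds plus 3 SD, cut at about 24% in these data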;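 also: 0% = enzyme with DMSO and 100% = wells lacking PAFAH1B2; many of its hits are not listed in these tables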
Target sequence (P68402 whole entry, looked up): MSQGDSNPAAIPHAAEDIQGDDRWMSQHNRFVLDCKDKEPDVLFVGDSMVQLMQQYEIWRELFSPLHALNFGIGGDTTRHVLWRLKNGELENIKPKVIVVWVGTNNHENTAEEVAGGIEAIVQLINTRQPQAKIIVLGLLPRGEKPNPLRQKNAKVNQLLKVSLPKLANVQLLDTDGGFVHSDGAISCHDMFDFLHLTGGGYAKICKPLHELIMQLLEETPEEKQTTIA
EBNA-1 inh – blocks EBNA-1 binding to DNA | inhibition, % at 14.8 µM | EBNA-1 DNA binding, fluorescence polarization | AID 1950 | hit rate 0.34% among 300,000; in the data active = inhibition above about 28%
PAFAH1B3 inh – PAFAH1B3 (human) inhibition; Q15102; recombinant PAFAH1B3, FP-rhodamine probe, fluorescence polarization; inhibition, % at 3.39 µM; hit rate 0.28% among 340,000; AID 492972;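 active = inhibition above the screen-wide average of all tested compounds plus 3 SD, cut at about 25% in these data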;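 also: 0% = enzyme with DMSO only and 100% = wells lacking PAFAH1B3 protein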
Target sequence (Q15102 whole entry, looked up): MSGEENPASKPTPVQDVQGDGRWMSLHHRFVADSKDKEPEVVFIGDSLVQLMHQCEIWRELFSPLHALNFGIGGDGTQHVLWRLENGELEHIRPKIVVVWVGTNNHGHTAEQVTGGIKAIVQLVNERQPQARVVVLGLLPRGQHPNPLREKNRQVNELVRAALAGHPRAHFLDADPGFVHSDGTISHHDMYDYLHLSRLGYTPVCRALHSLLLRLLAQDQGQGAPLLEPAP
PAFAH2 FP inh – inhibitors of human PAFAH2 | Q99487 | recombinant PAFAH2, FP-rhodamine activity probe, fluorescence polarization | inhibition, % at 3.39 µM | hit rate 0.99% among 340,000 | AID 492956;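 active = inhibition above the mean over all tested compounds plus 3 SD, cut at about 30% in these data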;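 also: inhibitors block probe labeling of enzyme so polarization drops; 0% = enzyme with DMSO and 100% = wells lacking PAFAH2 protein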
Active calls of the source: *; nt = no result given. The list is partial. The share of hits here may be higher or lower than overall.

Below each SMILES – PAFAH2 FP inh, pPAFAH inh, PAFAH1B2 inh, LYPLA2 counter, EBNA-1 inh, PAFAH1B3 inh, ZTA DNA inh, PREPL inhibitor, LYPLA1 counter
[1] CCC(Oc1ccccc1)C(=O)Nc1nnc(C)s1 (stereo unspecified)
    -19, -2, -5, 3, 2, -1, 3, 10, 2
[2] COc1ccc(OC)c(NC(=O)COC(=O)CNC(=O)c2ccc(OC)c(OC)c2)c1
    3, 0, 2, 7, -8, 2, 15, 7, 8
[3] Cc1cc(C(=O)N(C)Cc2c(F)cccc2Cl)c2ccccc2n1
    -2, 3, 6, 7, 6, 0, -4, -4, 5
[4] CCC(C(=O)OCC(=O)N1C(C)CCCC1C)c1ccccc1 (stereo unspecified)
    5, 1, 17, 4, -6, 10, -10, 5, 3
[5] CC(=O)C1=C(O)C(=O)N(Cc2cccnc2)C1c1ccc(O)cc1 (stereo unspecified)
    -7, 2, 3, 1, 3, 22, -13, 0, -2
[6] CCOC(=O)C1CCN(S(=O)(=O)c2cc(C(=O)OC)n(C)c2)CC1
    -2, 2, 0, -4, 3, 7, 9, -1, 2
[7] CCOc1ccc(CCNC(=O)Cn2c(=O)c3cccn3c3cccnc32)cc1
    0, 7, -4, 4, -1, 0, 0, -6, -1
[8] Cn1c(=O)c2c(nc(CN3CCN(CCO)CC3)n2CCc2ccccc2)n(C)c1=O
    -5, -1, 6, 1, -18, -1, 7, 12, 1
[9] O=C1CCCc2ccccc2N1Cc1ccc(Cl)cc1
    2, 3, 4, 4, 11, 1, 9, 5, 2
[10] O=C(CCl)Nc1cc(-c2ccccc2)nn1-c1ccccc1
    2, -5, 7, 3, -14, 1, -19, -5, -2
[11] CC(=O)c1cccc(S(=O)(=O)N2CCN(c3ccccc3F)CC2)c1
    3, 2, 2, 2, -10, 12, -4, -19, -3
[12] CC(C(=O)Nc1ccc2nccnc2c1)N1C(=O)C2C3C=CC(C3)C2C1=O (stereo unspecified)
    -8, 1, 8, -3, 0, -2, 3, -1, 0
[13] COCCn1c(=S)[nH]c2cc(C(=O)N3CCc4ccccc43)ccc2c1=O
    -8, 8, 1, -1, 4, 8, 1, 19, -4
[14] CCn1c(SCC(=O)Nc2nc(C)c(C)s2)nnc1-c1cccnc1
    -1, 2, 4, 6, -6, 11, 11, 15, -1
[15] CCCCCCCOc1ccc(C2(C)NC(=O)NC2=O)cc1 (stereo unspecified)
    5, 17, 10, -1, -8, 7, -4, 12, 1
[16] COc1ccc(Nc2c3ccccc3nc3ccccc23)cc1
    0, -2, 5, -2, -9, 8, -16, 47*, -2
[17] CC(C)(C)c1ccc(S(=O)(=O)NCCc2ccncc2)cc1
    -2, -1, 21, 9, -2, 2, -5, -10, 1
[18] CCc1ccc(C(=O)CSc2n[nH]c(C)n2)cc1
    -4, 4, 6, 6, 2, 11, 14, 0, -1
[19] Cc1ccc(S(=O)(=O)NCC(=O)OCC(=O)NCc2ccco2)cc1
    2, 16, 6, nt, nt, 8, nt, 11, nt
[20] O=C(COc1ccccc1)NNC(=O)c1cccs1
    2, 1, 3, -5, -1, 3, -2, 1, -5

Another view of some results above:
entry	smiles	PAFAH2 FP inh	pPAFAH inh	PAFAH1B2 inh	LYPLA2 counter	EBNA-1 inh	PAFAH1B3 inh	ZTA DNA inh	PREPL inhibitor	LYPLA1 counter
4	CCC(C(=O)OCC(=O)N1C(C)CCCC1C)c1ccccc1 (stereo unspecified)	5	1	17	4	-6	10	-10	5	3
5	CC(=O)C1=C(O)C(=O)N(Cc2cccnc2)C1c1ccc(O)cc1 (stereo unspecified)	-7	2	3	1	3	22	-13	0	-2

Following part.
Below each SMILES – PAFAH2 FP inh, pPAFAH inh, PAFAH1B2 inh, LYPLA2 counter, EBNA-1 inh, PAFAH1B3 inh, ZTA DNA inh, PREPL inhibitor, LYPLA1 counter
[21] CS(=O)(=O)N1CCC(C(=O)Nc2ccccc2)CC1
    -6, -3, 7, 8, 5, 9, -25, 22, 3
[22] CCOc1ccc(C(=O)Nc2ccc(N3CCCC3)cc2)cc1
    -5, 12, 1, -5, 6, -4, 8, 25, -5
[23] CC1CCCCN1C(=O)NC12CC3CC(CC(C3)C1)C2 (stereo unspecified)
    10, 3, 8, -4, 5, 14, 3, 11, -2
[24] CC(C)c1nc2cc(C(=O)N3CCNC(=O)C3c3cccc(F)c3)ccc2o1 (stereo unspecified)
    2, -1, 3, 2, -11, 10, -8, 2, 4
[25] O=C(NCCCN1CCCCC1)c1ccc(CS(=O)c2ccc(F)cc2)o1 (stereo unspecified)
    7, 1, 2, 1, -5, 2, -10, 6, -2
[26] O=C(COC(=O)c1ccc(S(=O)(=O)N2CCOCC2)cc1)NC1CCCCCC1
    -6, -2, 6, 4, -4, -2, -2, 8, 3
[27] COc1ccc(NC(=S)N2CCN(C(=O)c3ccco3)CC2)c(OC)c1
    6, 1, -1, -7, 3, 6, 0, -2, -1
[28] COc1ccc(NS(=O)(=O)c2cccc(C(=O)NCC(c3ccccc3)N(C)C)c2)cc1 (stereo unspecified)
    8, 22, 14, 5, -13, 1, -12, 1, 1
[29] COc1ccccc1Cn1c(C)nnc1-c1cnn(C)c1N
    -2, -1, -1, 3, 4, 6, -8, 13, 2
[30] CCN(CC)C1=N/C(=C\c2ccc(OC)cc2)C(=O)N1c1ccccc1
    -4, 5, 2, 3, 6, 11, -1, 18, -1
[31] O=C(Nc1nc2ccccc2s1)C1CC(=O)N(c2ccc(Br)cc2)C1 (stereo unspecified)
    -6, 1, 0, 12, 8, 2, -3, -26, -6
[32] CC1(C)OC(=O)N(c2ccccn2)C1(C)O (stereo unspecified)
    0, 2, 5, 6, -23, -2, 8, 6, 0
[33] CC(=O)N1CCN(c2ccc(NS(=O)(=O)c3ccc(C)cc3)cc2)CC1
    -4, 6, 6, 1, -1, 6, -3, 31, 2
[34] Fc1ccc(N2CCN(Cc3ccccn3)CC2)cc1
    4, 4, 6, -1, 1, 6, 18, 4, -1
[35] CC(=O)OC1CCC2C3CCC4=CC(=O)CCC4(C)C3CCC2(C)[C@]1(C)O (stereo partly specified)
    -4, 8, 2, 5, 1, 11, 7, -3, -1
[36] O=C(Nc1ccc(Cl)cc1)N1CCCN(Cc2ccc(F)cc2)C1
    8, 3, 1, 0, -6, -3, -3, 10, 0
[37] C/C(Cl)=C\Cn1c(O)c(N=O)c2ccccc21
    -7, -4, -5, -13, 4, -9, 10, 3, -7
[38] CSc1ccccc1NC(=O)CN(c1cc(C)cc(C)c1)S(C)(=O)=O
    8, 3, 4, 1, 8, -6, 16, 1, 8
[39] CCOc1ccc(CCNC(=O)Nc2cccc(OC)c2)cc1OCC
    3, -2, 6, 9, -11, 8, -10, 11, 5
[40] CC1(C)Cc2c(cnn2-c2ccccc2)C(=O)/C1=N\NC(=O)c1ccccc1O
    13, 3, -1, 5, -5, 6, 0, 3, 0
[41] Cc1ccc(Cn2c(CN3CCOCC3)nc3c2c(=O)[nH]c(=O)n3C)cc1
    11, -2, 2, 0, 6, 6, 0, 15, 1
[42] CCN1C(=O)[C@H]2[C@@H](c3ccc(-c4ccc5c(c4)OCO5)cc3)N[C@@](Cc3ccccc3)(C(=O)OC)[C@H]2C1=O
    6, 8, -3, nt, nt, 0, nt, 7, nt
[43] COc1ccc(CN(C)C(=O)C(Cc2ccccc2)NC(=O)c2ccccc2)c(OC)c1 (stereo unspecified)
    5, 3, -2, -7, -9, 8, 2, 2, -2
[44] O=C(CCNS(=O)(=O)c1cccc(Cl)c1)OCC(=O)N1CCN(C(=O)c2ccco2)CC1
    0, 24, 3, -4, nt, 0, -2, 18, -1
[45] COc1cc(NC(=O)C(F)(F)F)cc(OC)c1
    3, 2, 2, 3, 0, -2, 5, -15, 3
[46] Cc1ccc(CN2CCN(Cc3cn[nH]c3-c3ccccc3)CC2CCO)o1 (stereo unspecified)
    -3, -1, -3, -1, 1, 6, -6, 12, -1
[47] Cc1ccc(C(=O)Nc2ccccc2N2CCCCC2)cc1[N+](=O)[O-]
    -1, 0, 4, 0, -3, 1, -17, 0, 1
[48] CCCC(C)NC(=O)c1cc(Cl)ccc1OC (stereo unspecified)
    -7, 3, -1, 0, -15, 11, -17, -6, 2
[49] COC(=O)C1CCN(C(=O)COC(=O)c2cc([N+](=O)[O-])ccc2N2CCOCC2)CC1
    -4, 3, -2, -2, nt, 3, 1, 3, -2
[50] Cc1nc(CN2CCOCC2)cc(=O)[nH]1
    -9, -1, 1, -1, -5, 0, -6, 1, 6
[51] COc1ccccc1OCc1cc(C(=O)NCCN2CCCC(O)C2)no1 (stereo unspecified)
    0, 3, -2, -2, -6, 5, 11, 2, -1
[52] Cc1ccc(C(=O)OCC(=O)NNC(=O)c2ccccc2)c(O)c1
    0, 7, 8, 0, 1, 12, 1, 4, 1
[53] COc1ccc(C2C(C#N)=C(N)OC3=C2C(=O)CCC3)cc1Cn1nc(C)c([N+](=O)[O-])c1C (stereo unspecified)
    8, 3, 1, 8, 0, 2, -12, 6, 1
[54] Cc1ccc(CNC(=O)C2CC(=O)N(C3CCCCCCC3)C2)cc1 (stereo unspecified)
    1, -5, 3, -4, -8, 4, 19, 10, -2
[55] CN(C)S(=O)(=O)c1cccc(NC(=O)COC(=O)c2cc(=O)[nH]c(=O)[nH]2)c1
    0, -2, 3, 3, -1, 5, -7, -9, -2
[56] Cc1ccc(NC2CC(=O)N(CCc3ccccc3)C2=O)cc1 (stereo unspecified)
    -3, 5, 9, -5, 8, 5, 11, -34, 0
[57] CSc1ccccc1-c1nnc(-c2ccccc2)o1
    -1, 2, 4, 2, -9, 12, -2, 12, -1
[58] CCCN1CCC(=O)N([C@H](CSc2ccccc2)CC(C)C)CC1
    -1, -3, 3, -7, -5, 4, -5, -8, -3
[59] O=C1CCCN2N=C(SCC(=O)Nc3cccc(F)c3)SC2=N1
    8, 0, 0, -1, 8, 12, 0, 0, -1
[60] O=c1oc(-c2cccs2)nc2ccccc12
    56*, -1, 6, 2, 0, 19, -15, 17, 0
[61] Cc1ccsc1/C=N/NC(=O)CNC(=O)c1c(F)cccc1Cl
    2, 2, 6, 3, 3, 15, 16, 5, 5
[62] Cn1cnc(S(=O)(=O)Nc2ccccc2C(=O)NCC2CC2)c1
    0, 3, 4, 3, -3, 0, -9, 13, 0
[63] COc1ccc(C=C(c2nc3ccccc3s2)c2nc3ccccc3s2)cc1O
    12, 19, -2, -25, -2, 3, 9, 31, -13
[64] Cc1cc(C(=O)OCC(=O)Nc2cccc(S(N)(=O)=O)c2)c2ccccc2n1
    -2, 10, 4, 7, -5, -4, 9, -6, 0
[65] O=C(NN1CCOCC1)NC12CC3CC(CC(C3)C1)C2
    -3, 1, 12, 4, -2, 4, -6, 6, -2
[66] Fc1cccc(Cl)c1/C=N/n1c(-c2cccnc2)n[nH]c1=S
    11, 5, -2, -1, -2, -4, -11, -4, 1
[67] CCOCCCNC(=O)c1ccc2c(c1)ncn2-c1ccc(CC)cc1
    0, 6, 6, -3, 6, 4, -7, 9, -2

Compound activity as filed in PubChem.
